Source: PubChem (several laboratories)
PMI inhibition – MPI inhibition at elevated mannose 6-phosphate – biochemical, fluorescence intensity, high mannose 6-phosphate, primary screen (AID 1220); one-dose inhibition, % at 20 µM; IC50 in µM for titrated hits; recombinant PMI enzyme, coupled fluorescence intensity; higher % means a stronger effect; actives 0.66% (n = 190,000)
Lipid droplet – hepatic lipid droplet formation modulation | AML12 mouse hepatocytes, oleate lipid droplets, BODIPY imaging | inhibition, % at 6.5 µM | actives 0.4% (n = 240,000) | AID 1656;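 active = lipid droplet intensity inhibited by at least 50%, with more than 500 cells counted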
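System: AML12 hepatocytes (mouse). Probe or stimulus: oleic acid at 100 µM to induce lipid droplet formation. Times: overnight treatment with compound plus oleate. Detection: Image-based BODIPY and DAPI two-channel analysis. Evaluation: percent inhibition of filter-corrected integrated lipid droplet intensity per well.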
PMI inhibitors – MPI enzyme activity inhibition – biochemical, fluorescence intensity, coupled assay, primary screen (AID 1209); purified PMI enzyme, coupled fluorescence intensity; higher % means a stronger effect; inhibition, % at 20 µM; hits with a dose series show IC50 in µM; actives 0.42% (n = 190,000);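 note: plate controls were DMSO vehicle for no effect and wells lacking substrate for full effect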
P. falciparum M17LAP – P. falciparum M17LAP inhibitors, primary screen, biochemical, fluorogenic H-Leu-NHMec substrate, 1536-well (AID 1619) | recombinant M17LAP, H-Leu-NHMec fluorogenic kinetic assay; higher % means a stronger effect | inhibition, % at 30 µM; hits with a dose series show IC50 in µM | actives 0.38% (n = 220,000);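 active = compound inhibiting the enzyme by more than half at any dose during confirmatory dose-response retesting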;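 note: plate controls were full reaction with DMSO carrier for no effect and no enzyme background for full effect; strong numbers were not always called active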
Siah-1 displacement – blockers of Siah-1 interaction with plectin peptide – biochemical, fluorescence polarization, rhodamine-plectin, uHTS, primary screen (AID 1817); Siah-1 / rhodamine-plectin peptide fluorescence polarization; higher % means a stronger effect; displacement, % at 20 µM, or IC50 in µM where a hit was titrated; actives 0.02% (n = 290,000);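 active = displacement of at least 50% at 20 µM, with a fluorescence ratio check between 0.3 and a set limit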;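 note: plate controls were Siah plus tracer with DMSO for no effect and tracer alone without Siah for full effect; strong numbers were not always called active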
TNAP activation fold – human TNAP enzyme activators, primary screen, biochemical, luminescent, no phosphate acceptor, uHTS (AID 1001) | purified TNAP, luminescent activation assay, no phosphate acceptor; higher activation fold means a stronger effect | actives 0.03% (n = 200,000) | one-dose activation fold at 20 µM; EC50 in µM for titrated hits; in the data active = activation fold from about 3, or a potency from the dose series; inactive = the rest, 99 in 100 with activation fold below about 1.6; note: many of its hits are not listed in these tables
XIAP displacement – small molecules displacing peptide from XIAP – biochemical, IAP family, fluorescence polarization (AID 1018). XIAP BIR domain, fluorescence polarization peptide displacement; higher % means a stronger effect. displacement, % at 20 µM, or IC50 in µM where a hit was titrated. actives 0.007% (n = 200,000); in the data active = displacement above about 50%; note: a part of the inactive calls stands beside numbers as strong as those of hits
UTI89 phage lysis – inhibition of K1F phage lysis, E. coli UTI89, bacterial capsule biogenesis inhibitors, alamar blue (AID 488966); inhibition, % at 100 µM; hits with a dose series show IC50 in µM; E. coli UTI89 K1F phage lysis, alamar blue, 2 h; higher % means a stronger effect; actives 0.02% (n = 340,000);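 active = phage lysis inhibition, versus mean bacterial control, above a set limit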;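 note: capsule biogenesis inhibitors block K1F phage lysis so surviving cells raise fluorescence; higher fluorescence means more inhibition of phage lysis; actives were called in the ten point dose series up to 300 µM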
P. falciparum M1AAP – P. falciparum M1AAP inhibitors, biochemical, fluorogenic H-Leu-NHMec substrate, 1536-well (AID 1445) | recombinant M1AAP, H-Leu-NHMec fluorogenic kinetic assay; higher % means a stronger effect | actives 0.42% (n = 220,000) | inhibition, % at 30 µM; hits with a dose series show IC50 in µM;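 active = primary inhibition above the hit cutoff, then over 50% inhibition at one or more dose response concentrations, cut at about 23% in these data, passing the limit was not always enough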;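 note: plate controls were DMSO full reaction for no effect and no enzyme background for full effect; strong numbers were not always called active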
Lipid droplet cells 6.5 µM – recorded beside Lipid droplet, whose call it bears; cell count; measured here: cell count, cytotoxicity flag;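 cells counted across two imaged fields per well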
* = called active by the depositor; . = not tested or not shown; [ ] = dose if it differs, or a comment. Cut-off read from the data, not from the text of the source, unless noted: active = inhibition above about 50%; inactive = the rest.

Results follow in this order: P. falciparum M1AAP	UTI89 phage lysis	P. falciparum M17LAP	XIAP displacement	PMI inhibition	Lipid droplet	Lipid droplet cells 6.5 µM	Siah-1 displacement	PMI inhibitors	TNAP activation fold
- CC(=O)N=C1SC2CS(=O)(=O)CC2N1c1cccc(Cl)c1Cl (stereo not given)
 : -0.1%	2.2%[50 µM]	4.9%	-1.1%	-3.1%	.	.	7.7%	-3.9%	1.1
- c1ccc(-c2nnc3ccc(N4CCCC4)nn23)cc1
 : 6.6%	-0.5%	16.1%	-0.9%	9.0%	17.5	639	5.9%	7.4%	1.1
- N#CC1=C(N)SC(C(=O)c2ccccc2)C1c1cccs1 (stereo not given)
 : 12.3%	1.3%	3.2%	-6.6%	19.3%	-0.7	743	29.9%	4.6%	1.1
- COCCOC(=O)C1=C(C)NC(=O)N(C(C)=O)C1c1ccc(Cl)cc1 (stereo not given)
 : 2.3%	2.3%	-11.4%	-9.3%	19.2%	.	.	4.7%	6.4%	1.1
- CN(c1ccccc1C(=O)N1CCN(c2cccc(Cl)c2)CC1)S(C)(=O)=O
 : 7.1%	0.1%	-10.5%	-2.0%	-0.1%	-18.4	731	5.8%	1.1%	1.1
- CN(C)c1nc(OCCNC(=O)Nc2ccccc2)nc(N2CCCCC2)n1
 : 6.8%	-0.1%	17.7%	-1.1%	-4.6%	0.4	760	-7.9%	-1.5%	1.1
- CCCC(=O)Nc1ccc(C(=O)O)cc1NC(=O)CCC
 : 3.9%	1.5%	-8.0%	-0.9%	11.3%	11.9	758	0.5%	13.0%	1.1
- CCOC(=O)C1(CCc2ccccc2)CCN(C(=O)CCn2cncn2)CC1
 : -2.7%	-0.2%	-7.2%	-16.9%	3.4%	7.1	725	-1.1%	2.7%	1.1
- O=C(Nc1nccs1)C1CCN(S(=O)(=O)c2ccc(Cl)c(C(F)(F)F)c2)CC1
 : -3.1%	0.8%	8.4%	-7.9%	-0.5%	5.9	790	-5.6%	3.7%	1.1
- c1ccc(-n2cnc3cc(NCc4ccco4)ccc32)cc1
 : 4.5%	0.5%	-7.8%	-4.1%	29.4%	-30.0	615	-5.1%	30.3%	1.1
- O=[N+]([O-])c1ccccc1/C=N/n1c(C(F)(F)F)n[nH]c1=S
 : 9.5%	-0.2%	10.4%	-3.0%	-10.3%	20.2	712	0.8%	44.8%	1.1
- CCOC(=O)CSc1nnc(-c2cccs2)n1-c1ccccc1
 : -2.8%	2.6%	-1.7%	-11.6%	5.1%	0.0	736	2.1%	15.7%	1.1
- O=C(CCN1C(=O)C2C3C=CC(C3)C2C1=O)N1CCN(c2ccc([N+](=O)[O-])cc2)CC1 (stereo not given)
 : 6.8%	0.2%	0.2%	-5.0%	21.6%	-9.8	748	2.4%	8.3%	1
- CSc1nc2ccsc2c(=O)n1-c1cccnc1
 : -1.9%	-1.2%	2.1%	-3.1%	1.3%	.	.	9.2%	3.6%	1
- CCOC(=O)/C(C#N)=C/c1cccc(F)c1
 : -1.0%	-0.1%	-3.1%	-1.9%	7.0%	-3.5	666	4.5%	-3.3%	1.1
- CCCC(=O)N1CCN(c2ccc(NC(=S)NC(=O)CC)cc2)CC1
 : 7.9%	1.6%	-2.6%	-3.1%	-7.0%	.	.	-1.2%	-5.9%	1
- COCCNC(=O)c1noc2c1CCc1cc(OC)ccc1-2
 : 7.2%	8.3%	0.2%	-10.4%	7.3%	-14.6	607	2.9%	6.2%	1.1
- O=C(NN1C(=O)C2C3C=CC([C@@H]2C1=O)C31CC1)c1ccccc1 (stereo not given in full)
 : -1.4%	-1.9%	-0.3%	.	.	-0.3	711	4.2%	.	.
- CN(C)C(CNC(=O)c1ccc2nc[nH]c2c1)c1ccccc1 (stereo not given)
 : 5.8%	0.9%	7.0%	2.5%	7.6%	3.5	686	-6.0%	-5.8%	1.1
- COc1ccc(CCN2CC(C(=O)NCCc3ccc(C)cc3)CC2=O)cc1OC (stereo not given)
 : 1.9%	0.1%	-1.2%	-1.5%	11.0%	6.3	776	9.8%	2.6%	1.1
- Cc1cc(C(=O)NNC(=S)Nc2ccccc2)nn1C
 : -6.1%	.	26.1%	-4.8%	2.6%	12.2	695	3.0%	3.2%	1.5
- O=C(CSCC(=O)OCC(=O)c1ccc(Br)cc1)Nc1cccc2ccccc12
 : 6.1%	2.6%	4.1%	-1.1%	9.8%	.	.	5.1%	8.1%	1.2
- S=C(NCc1ccc(Cl)cc1)Nc1ccc(Cl)cc1Cl
 : 15.5%	4.6%	2.5%	-17.9%	7.1%	-11.9	637	2.5%	8.9%	1
- CC1CCCN(C(=S)Nc2ccc(Nc3ccccc3)cc2)C1 (stereo not given)
 : 5.9%	.	-4.5%	-2.2%	6.4%	-5.1	677	4.4%	14.1%	1
- CNC(=S)N/N=C/c1ccc(-c2ccc(Cl)c([N+](=O)[O-])c2)o1
 : 3.0%	.	8.6%	-6.7%	20.6%	18.4	673	3.7%	8.5%	0.9
- CC1CCCN(Cc2nc3c(c(=O)n(C)c(=O)n3C)n2Cc2c(F)cccc2Cl)C1 (stereo not given)
 : -1.6%	-1.1%	14.0%	-1.1%	9.4%	-3.5	594	-4.6%	8.6%	1.1
- Cc1ccccc1NC(=O)c1cccc(OCc2c(C)noc2C)c1
 : -8.4%	-0.1%	4.5%	-7.3%	9.3%	.	.	3.5%	9.5%	1.1
- COc1ccc(C2C(C#N)=C(C)NC3=C2C(=O)CC(C)(C)C3)c(OC)c1 (stereo not given)
 : 2.8%	4.0%	-6.8%	-3.1%	10.4%	4.5	676	1.4%	16.5%	1.1
- Cc1oc2c(CN3CCCC3)c(O)ccc2c(=O)c1-c1ccc(Cl)cc1
 : 16.1%	-1.4%	-118.6%	-3.0%	1.6%	.	.	-1.0%	1.5%	1
- CCC(Oc1ccccc1)C(=O)N1CCN(c2ccccn2)CC1 (stereo not given)
 : -4.5%	0.2%	1.7%	-3.5%	6.3%	17.4	675	-1.4%	7.9%	1.1

Two compounds from above with just XIAP displacement:
molecule | XIAP displacement
COc1ccc(CCN2CC(C(=O)NCCc3ccc(C)cc3)CC2=O)cc1OC (stereo not given) | -1.5%
Cc1cc(C(=O)NNC(=S)Nc2ccccc2)nn1C | -4.8%

Next section:
Results follow in this order: P. falciparum M1AAP	UTI89 phage lysis	P. falciparum M17LAP	XIAP displacement	PMI inhibition	Lipid droplet	Lipid droplet cells 6.5 µM	Siah-1 displacement	PMI inhibitors	TNAP activation fold
- COc1ccccc1/C=C(\C#N)C(=O)Nc1ccc(S(N)(=O)=O)cc1
 : 14.2%	-1.1%	-13.3%	-4.0%	12.3%	32.3	654	0.1%	7.7%	1
- Cc1nn(CC(=O)c2ccc(Br)s2)c(C)c1[N+](=O)[O-]
 : -2.6%	-0.1%	-3.3%	.	.	-7.6	617	-2.8%	.	.
- O=C(C1=NN(c2ccccc2)C2C(=O)N(c3ccccc3)C(=O)C12)c1ccccc1 (stereo not given)
 : 15.9%	2.0%	3.2%	-0.1%	16.7%	-2.5	652	-5.7%	24.8%	1.1
- O=C(O)/C=C/c1cnn(-c2ccccc2)c1
 : 2.5%	0.3%	-0.2%	-3.0%	-8.5%	12.6	668	-2.6%	-3.1%	1.1
- Cc1cc(N/N=C/c2ccccc2Cl)nc(NCc2ccccc2)n1
 : 1.1%	5.2%	-0.6%	-2.0%	8.2%	-23.1	474	4.4%	17.7%	1.2
- Cc1ccc(C(=O)OCC(=O)NCc2cccs2)cc1S(=O)(=O)N1CCOCC1
 : 16.6%	3.5%	2.7%	-5.3%	-17.9%	-11.1	728	-2.3%	-19.3%	1
- Cc1ccc(C(=O)NC(C)c2ccccc2)o1 (stereo not given)
 : 2.8%	0.5%	-0.4%	-1.5%	14.3%	-4.6	702	-5.5%	6.8%	1
- CN(c1ccccc1)S(=O)(=O)c1cccc(NC(=O)c2cncc(Br)c2)c1
 : 2.1%	-0.1%	2.7%	.	.	-0.1	717	1.3%	.	.
- O=C(COc1cccc(NC(=O)c2cccc([N+](=O)[O-])c2)c1)c1ccc(Br)cc1
 : -6.6%	0.4%	-4.4%	-6.2%	2.8%	.	.	-5.1%	10.0%	1
- O=C1c2ccccc2C(=O)N1CC#CCN1CCN(C2CCCCC2)CC1
 : -0.1%	-0.2%	13.3%	0.1%	-9.7%	.	.	5.9%	-3.1%	1.1
- CCCCn1nnnc1NCc1cccnc1
 : 4.7%	0.3%	1.2%	0.4%	-2.1%	0.6	709	0.6%	5.2%	1.1
- Cc1nc(C(=O)N2CCOCC2)sc1C1(C)CC(c2ccccc2)=NO1 (stereo not given)
 : 3.1%	1.5%	2.9%	.	.	-26.8	670	17.9%	.	.
- CN(C)CCCNc1c2c(nc3cc(-c4cccc(F)c4)nn13)CCC2
 : .	0.6%	.	-1.3%	2.9%	-8.8	699	-4.6%	7.5%	1.1
- COc1cc(CNn2c(C)n[nH]c2=S)cc(Br)c1OCc1ccc(F)cc1
 : -6.5%	3.5%	9.1%	1.3%	2.1%	-35.2	659	6.4%	11.1%	0.7
- Cc1nc(C)c(C(=O)C2=C(O)C(=O)N(CCN3CCOCC3)C2c2cccnc2)s1 (stereo not given)
 : -2.1%	0.2%	8.5%	-6.0%	-37.7%	-4.5	717	-1.8%	-19.7%	1.1
- Cc1cc(C)n(-c2cc(=O)n(C)c(=O)n2C)n1
 : 2.2%	1.2%	4.9%	-4.1%	4.2%	.	.	0.5%	-2.3%	1.1
- Cc1cccc2cc(C3CC(c4ccco4)=NN3C(=O)CCC(=O)O)c(Cl)nc12 (stereo not given)
 : -2.2%	3.0%	14.5%	-6.3%	2.0%	0.2	610	-0.1%	4.0%	1.2
- COc1cc(CN(C)CCc2ccccn2)cc(OC)c1OC
 : -4.3%	0.4%	3.6%	-0.6%	0.0%	0.9	699	1.0%	11.5%	1.1
